# Screening results deposited in PubChem by National Center for Advancing Translational Sciences (NCATS).
# Pin1 inh – human Pin1 inhibition. Q13526. Pin1 FP peptide displacement, HiFluor488, 10 min. Potency, µM (top dose mostly 115 µM), for the others: at the highest dose activity, negative = inhibition, actives largely listed as inhibitors. 0.009% of 390,000 active. AID 504891; active = well fitted inhibition curve with a large enough effect in the polarisation, with a control signal flat, not every such curve was filed as active; inconclusive = small, poorly fitted or top-dose-only effect, or effect the other way, or a change in a side signal; inactive = no such curve, though single readings can be large or run the other way; the % refers to the polarisation; also: potency is read from the fitted curve at half-maximal effect; % is scaled to controls: 0 for no effect and ±100 for the full control effect
# PGK inhibitor – blocks T. brucei phosphoglycerate kinase; P07378; PGK/GAPDH coupled, Kinase-Glo luminescence, 60 min; Potency, µM (doses to about 57.5 µM), for the others: at the top dose activity change, negative = inhibition, usual class: inhibitors; 0.043% of 380,000 active; AID 602233; also: potency is read from the fitted curve at half-maximal effect; % is scaled to controls: 0 for no effect and ±100 for the full control effect; nearly all actives have a fitted effect of over 60% in size
#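 Luminescent ATP detection (Kinase-Glo Plus) follows a 60-minute room-temperature incubation, with wells lacking PGK as controls. Buffer: 100 mM TEA (pH 7.6), 5 mM MgCl2, 0.01% Tween-20. Coupling enzyme GAPDH (100 nM final) supplies unstable 1,3-BPG in-well.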
# HP1b binding inh – HP1-beta chromodomain-methylated histone interaction inhibition; Potency, µM (series often up to 114 µM), inactives show at the top dose activity change, negative = inhibition, actives largely listed as inhibitors; P83916; AlphaScreen HP1-beta / biotin-H3K9me3 peptide binding; 0.56% of 390,000 active; also: potency is read from the fitted curve at half-maximal effect; nearly all actives have a fitted effect of over 70% in size; inactives centre near 23
# Target sequence (P83916 whole entry, looked up): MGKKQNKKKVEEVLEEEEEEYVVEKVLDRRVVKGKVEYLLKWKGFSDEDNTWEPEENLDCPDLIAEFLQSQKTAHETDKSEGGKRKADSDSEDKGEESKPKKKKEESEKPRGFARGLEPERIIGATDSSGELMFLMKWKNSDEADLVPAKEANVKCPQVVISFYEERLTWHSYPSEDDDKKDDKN
#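 Compound inhibition of the preformed complex between 50 nM HP1-beta and 50 nM biotinylated H3K9me3 peptide was read by AlphaScreen. Buffer was PBS pH 7.4 with 0.01% Tween-20. Incubations ran 30 min at room temperature, with 10 ug/mL donor/acceptor beads.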
# JMJD2A Tudor inh – inhibitors of human JMJD2A Tudor domain | O75164 | AlphaScreen JMJD2A-Tudor / H3K4me3 peptide binding | Potency, µM (highest dose often 114 µM), without a hit: at the highest dose activity change, negative = inhibition, hits mostly inhibitors | 4.4% of 390,000 active; also: potency is read from the fitted curve at half-maximal effect; % is scaled to controls: 0 for no effect and ±100 for the full control effect; nearly all actives have a fitted effect of over 50% in size
# PI4K2A inh – blocks human PI4K2A kinase activity; Q9BTU6; purified PI4K2A, ADP-Glo luminescence, 1 h; active compounds read low; activity change, negative = inhibition, % at 76.9 µM; 0.13% of 420,000 active; AID 1346378; in the data active = activity change below about -50%; inconclusive = mostly about -30% to -49%;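 also: -100% = wells without enzyme as full effect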
# Target sequence (Q9BTU6 whole entry, looked up): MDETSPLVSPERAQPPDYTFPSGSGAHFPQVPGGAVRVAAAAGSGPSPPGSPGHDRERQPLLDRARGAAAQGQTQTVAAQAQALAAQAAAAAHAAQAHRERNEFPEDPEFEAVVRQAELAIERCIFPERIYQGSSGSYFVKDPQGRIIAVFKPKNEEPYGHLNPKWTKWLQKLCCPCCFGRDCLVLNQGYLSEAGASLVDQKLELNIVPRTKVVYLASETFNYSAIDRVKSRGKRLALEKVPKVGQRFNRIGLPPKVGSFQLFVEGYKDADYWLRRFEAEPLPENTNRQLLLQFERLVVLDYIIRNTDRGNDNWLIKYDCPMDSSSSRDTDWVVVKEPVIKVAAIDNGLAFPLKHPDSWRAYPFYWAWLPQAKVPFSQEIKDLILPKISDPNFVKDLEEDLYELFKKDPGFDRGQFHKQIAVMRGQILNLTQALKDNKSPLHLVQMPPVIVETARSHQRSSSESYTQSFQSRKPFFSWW
#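 PI4K2A activity was measured by ADP-Glo luminescence: enzyme (4 ug/mL stock) and phosphatidylinositol (1.2 mM stock) in Tris pH 7.5/MgCl2/EGTA/Triton X-100 buffer were reacted with ATP (300 microM stock) for one hour at ambient temperature.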
# BAZ2B inh – BAZ2B (human) inhibition; AlphaScreen BAZ2B-H3K14Ac peptide displacement; Potency, µM (series often up to 114 µM), inactives show at the highest dose activity change, negative = inhibition, actives largely listed as inhibitors; 4.4% of 360,000 active; also: potency is read from the fitted curve at half-maximal effect; % is scaled to controls: 0 for no effect and ±100 for the full control effect; nearly all actives have a fitted effect of over 60% in size
#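 Inhibition is scored as reduced AlphaScreen emission. The BAZ2B/b-H3(5-23)K14Ac complex (50 nM each) in PBS pH 7.4, 0.01% Tween-20 meets compound (up to 110 uM) for 30 min at RT before bead addition.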
# ERG Ets-DNA blk – inhibitors of human ERG Ets domain-DNA interaction. P11308. fluorescence polarization, His-ERG Ets domain / labelled DNA. Potency, µM (highest dose often 76.9 µM), for the others: at the top dose FP activity, negative = inhibition, most hits filed as inhibitors. 0.028% of 370,000 active. AID 624246; active = well fitted inhibition curve with a large enough effect in the polarisation, with a control signal flat; inconclusive = small, poorly fitted or top-dose-only effect, or effect the other way, or a change in a side signal; inactive = no such curve, though single readings can be large or run the other way; the % refers to the polarisation;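 also: polarization taken with two DNA probes labelled with fluorescein and Texas red; potency is read from the fitted curve at half-maximal effect; % of control where 0% means no effect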
#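 His-tagged ERG Ets domain (1 uM in the protein solution; 300mM KCl, 50mM Tris-HCl, 1mM EDTA, 1mM DTT, pH 7.5) received compound, then a probe mix of 5 nM fluorescein-DNA and 100nM Texas-615-DNA. Fluorescence polarization was read for both dyes.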
# G9a block – G9a (human) methyltransferase inhibition. G9a H3K9 monomethylation, AlphaScreen, 2 h. 8.8% of 350,000 active. Potency, µM (series often up to 102 µM), for inactives: top-dose activity, negative = inhibition, hits mostly inhibitors; also: potency is read from the fitted curve at half-maximal effect; % is scaled to controls: 0 for no effect and ±100 for the full control effect; nearly all actives have a fitted effect of over 75% in size
# Target sequence (Q96KQ7 913-1193 limits assumed): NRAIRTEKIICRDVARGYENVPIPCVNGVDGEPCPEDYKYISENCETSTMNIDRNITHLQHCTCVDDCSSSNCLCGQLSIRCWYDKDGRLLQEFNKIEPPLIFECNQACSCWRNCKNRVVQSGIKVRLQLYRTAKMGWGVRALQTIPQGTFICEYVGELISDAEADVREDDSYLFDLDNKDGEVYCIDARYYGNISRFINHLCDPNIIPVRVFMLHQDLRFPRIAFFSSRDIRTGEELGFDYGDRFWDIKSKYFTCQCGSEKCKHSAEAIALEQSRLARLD
#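 Using a bead-based AlphaScreen, monomethylated H3K9 product from 2 h room-temperature reactions (G9a 20 nM, peptide 500 nM, SAM 20 uM) was detected with 0.5 ug/mL rabbit anti-H3K9me1 antibody.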
# GLS inhibitor – glutaminase GLS (human) inhibition; O94925; GLS enzymatic activity, qHTS titration; Potency, µM (doses to about 45.5 µM), for inactives: top-dose activity change, negative = inhibition, usual class: inhibitors; 0.21% of 410,000 active; also: potency is read from the fitted curve at half-maximal effect; % is scaled to controls: 0 for no effect and ±100 for the full control effect
#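 hKGA; 45 mM KH2PO4 pH 8.2 + 0.02% Tween-20; cpd via pin tool; 1 mM Gln soln; GluOx/HRP/Amplex Red; RT 30 min; fluor. t0 & final.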
# Numbers without * were called inactive; i = inactive; ? = inconclusive; . = no result given; & = joins results of further samples; [ ] = another dose, or the depositor's remark. Unless noted, calls follow the shape of the dose curve; as a rule, active = well fitted curve in the direction sought with a large enough effect; inconclusive = small, poorly fitted or top-dose-only effect, or another doubt; inactive = no such curve, though single readings can be large; an effect the other way counts as inactive or inconclusive.
(1) CN(CC(=O)Nc1ccccc1Cl)C(=O)CSc1ncc(C(F)(F)F)cc1Cl
(2) CCC(=O)O[C@]1(C(=O)CCl)[C@@H](C)C[C@H]2[C@@H]3CCC4=CC(=O)C=C[C@]4(C)[C@@]3(F)[C@@H](O)C[C@@]21C
(3) CCCCCSc1nnc2c(n1)OC(c1cccn1C)N(C(C)=O)c1ccccc1-2 (centres undefined)
(4) COc1cc(/C=C2\C(=N)N3N=C(S(C)(=O)=O)SC3=NC2=O)ccc1OC(=O)c1ccco1
(5) CCN(CC)S(=O)(=O)c1cc(NC(=O)C2CCN(c3ncnc4sc(C)c(C)c34)CC2)ccc1Cl
(6) COc1cccc(-c2nc3c(c(SCC(=O)N4CCOCC4)n2)Cc2c(CO)cnc(C)c2O3)c1
(7) CCOc1cc(C(=O)Nc2ccc3nc(N4CCN(C)CC4)cc(C)c3c2)cc(OCC)c1OCC
(8) COC(=O)c1sc(NC(=O)CSc2nnc(C(C)C)n2C)nc1C

entry no.	1	2	3	4	5	6	7	8
Pin1 inh	-4%	1%	3%	8%	9%	?	4%	0%
PGK inhibitor	-5%	i	-6%	-13%	-5%	i	-13%	i
HP1b binding inh	?	19%	?	-12%[57 µM]	34%	19%	18%	26%
JMJD2A Tudor inh	2%	-23%	28µM*	?	-24%	?	-4%	8%
PI4K2A inh	-2	3&1	-2	-5	2	-4	4	1
BAZ2B inh	4%	-23%	?	50µM*	-17%	?	-1%	10%
ERG Ets-DNA blk	-4%	-9%	-11%	-4%	1%	10%	-5%	-5%
G9a block	23%	?	?	45µM*	45µM*	14µM*	2%[59 µM]	-44%
GLS inhibitor	11%	9%	-9%	5%	0%	-26%	0%	-1%

# Entries shown so far that have an aryl methoxy group (two):
(4) COc1cc(/C=C2\C(=N)N3N=C(S(C)(=O)=O)SC3=NC2=O)ccc1OC(=O)c1ccco1
(6) COc1cccc(-c2nc3c(c(SCC(=O)N4CCOCC4)n2)Cc2c(CO)cnc(C)c2O3)c1

entry no.	4	6
Pin1 inh	8%	?
PGK inhibitor	-13%	i
HP1b binding inh	-12%[57 µM]	19%
JMJD2A Tudor inh	?	?
PI4K2A inh	-5	-4
BAZ2B inh	50µM*	?
ERG Ets-DNA blk	-4%	10%
G9a block	45µM*	14µM*
GLS inhibitor	5%	-26%

# (next part)
(9) O=C(c1c(F)cccc1F)N1CCN(c2ccccc2F)CC1
(10) CCCCNc1ncnc2c1cnn2Cc1ccc(Cl)cc1
(11) COc1ccc(Cn2c(C(=O)O)c(CNCCc3cccs3)c3ccc(C)cc32)cc1
(12) O=C(/C=C/c1ccc(Cl)cc1)N1CCN(c2ccccn2)CC1
(13) CC(C)NC(=O)C1CCN(C(=O)c2cc3sccc3n2Cc2ccc(F)cc2)CC1
(14) CCc1nnc(NC(=O)c2ccc(S(=O)(=O)N3CCCCC3)cc2)s1
(15) CCOc1ccc(C(=O)Nc2ccc3c(c2)OCCO3)cc1
(16) CC(=O)Nc1ccc(NC(=O)C2(C)CC2(Cl)Cl)cc1 (centres undefined)

entry no.	9	10	11	12	13	14	15	16
Pin1 inh	1%	-8%	-1%	3%	4%	15%	-8%	-2%
PGK inhibitor	-7%	-8%	-2%	-6%	2%	-3%	-7%	-2%
HP1b binding inh	60%[activator]	35%[activator]	-4%	29%	48%[activator]	-6%	28%	-14%
JMJD2A Tudor inh	9%[57.1 µM]	0%	-33%	1%	-20%	-12%	-15%	?
PI4K2A inh	-2	-2	5	2	-4	3	-20	-2
BAZ2B inh	4%	9%	-37%	-15%	-6%	-1%	-5%	-7%
ERG Ets-DNA blk	5%	2%	-4%	3%	.	-6%	-1%	2%
G9a block	.	-5%	-35%[59 µM]	-7%	15%	-6%	26%	10%
GLS inhibitor	7%	0%	9%	6%	-3%	-10%	3%	?

# By substructure: the compounds so far containing fluorine.
(1) CN(CC(=O)Nc1ccccc1Cl)C(=O)CSc1ncc(C(F)(F)F)cc1Cl
(2) CCC(=O)O[C@]1(C(=O)CCl)[C@@H](C)C[C@H]2[C@@H]3CCC4=CC(=O)C=C[C@]4(C)[C@@]3(F)[C@@H](O)C[C@@]21C
(9) O=C(c1c(F)cccc1F)N1CCN(c2ccccc2F)CC1
(13) CC(C)NC(=O)C1CCN(C(=O)c2cc3sccc3n2Cc2ccc(F)cc2)CC1

entry no.	1	2	9	13
Pin1 inh	-4%	1%	1%	4%
PGK inhibitor	-5%	i	-7%	2%
HP1b binding inh	?	19%	60%[activator]	48%[activator]
JMJD2A Tudor inh	2%	-23%	9%[57.1 µM]	-20%
PI4K2A inh	-2	3&1	-2	-4
BAZ2B inh	4%	-23%	4%	-6%
ERG Ets-DNA blk	-4%	-9%	5%	.
G9a block	23%	?	.	15%
GLS inhibitor	11%	9%	7%	-3%

# New compounds follow.
(17) O=C(O)c1ccc(-c2nc(-c3ccccc3Cl)cs2)cc1
(18) Cc1c(Cc2ccccc2)c(=O)oc2c(C)c(OCC(=O)N[C@@H](Cc3ccccc3)C(=O)O)ccc12
(19) Cn1c(SCC(=O)c2ccccc2)ncc(C(=O)Nc2ccccc2)c1=O
(20) CC(=O)c1c(C)[nH]c(C(=O)OCC(=O)Nc2cc(S(=O)(=O)N3CCCC3)ccc2Cl)c1C
(21) CC1CCN(CC(=O)Nc2ccc(S(=O)(=O)N3CCCCC3)cc2)CC1
(22) Cc1cc(C)cc(N(CC(=O)NCc2ccccc2Cl)S(=O)(=O)c2c(C)noc2C)c1
(23) COc1ccc(-c2c(C)n([O-])c3c([n+]2=O)CCCC3)c(OC)c1
(24) CCOC(=O)c1c(NC(=O)C2C3C=CC(CC3)C2C(=O)O)sc(C)c1C (centres undefined)

entry no.	17	18	19	20	21	22	23	24
Pin1 inh	-2%	-9%	15%	0%	-5%	-4%	-4%	-18%
PGK inhibitor	-5%	-17%	-2%	-9%	3%	-5%	i	-7%
HP1b binding inh	19%	17%	1%	19%	24%	28%	3%	1%
JMJD2A Tudor inh	-10%	-34%	-8%	-7%	-6%	-5%	-17%	-7%
PI4K2A inh	-8	-3	-7	5	-2	-3	12	-1
BAZ2B inh	?	?	-1%	-5%	7%	.	-3%	-7%
ERG Ets-DNA blk	-2%	-2%	0%	.	2%	4%	9%	8%
G9a block	.	?	7%[0.501 µM]	18%[59 µM]	.	5%[59 µM]	17%[12.7 µM]	10%[59 µM]
GLS inhibitor	1%	11%	-5%	-11%	1%	2%	-15%	-1%

(25) Cn1c(=O)c2c(nc(Oc3ccccc3Cl)n2Cc2ccc(C#N)cc2)n(C)c1=O
(26) Cc1sc(NC(=O)Cn2cnnn2)nc1-c1ccc(Cl)cc1
(27) COc1cccc(-c2cccc(NC(=O)C3CCN(C4CCC4)CC3)c2)c1
(28) CCOC(=O)N1CCN(C(=O)c2cn(CC)c3ccc(S(=O)(=O)N4CCOCC4)cc3c2=O)CC1
(29) COc1ccc(Cn2ccc3nc(C)c(C(=O)N4CCN(c5ccc(OC)cc5)CC4)cc3c2=O)cc1
(30) Cc1ccccc1N1CC(C(=O)Nc2ccncc2)CC1=O (centres undefined)
(31) CC1C/C(=N\NC(=O)c2ccc(NS(=O)(=O)c3ccc(Br)cc3)cc2)CC(C)(C)C1 (centres undefined)
(32) O=C1CN=C(Nc2ccccc2Cl)N1c1ccccc1

entry no.	25	26	27	28	29	30	31	32
Pin1 inh	-2%	1%	1%	-10%	?	-9%	-5%	-10%
PGK inhibitor	2%	-3%	7%	-4%	i	-4%	i	-5%
HP1b binding inh	19%	45%[activator]	28%	-1%[57 µM]	46%	20%	22%	18%
JMJD2A Tudor inh	-13%	-14%	-1%	1%	?	-11%	-17%	13%
PI4K2A inh	0	3	3	3	-5	1	-1	4
BAZ2B inh	.	-19%	6%	-2%	?	11%	7%	-6%
ERG Ets-DNA blk	-11%	2%	-5%	-4%	4%	4%	-4%	-3%
G9a block	-2%[59 µM]	19%	31%	18%	?	5%[0.501 µM]	18%[59 µM]	?
GLS inhibitor	-9%	-2%	5%	-2%	34%[activator]	-2%	-1%	0%

(33) O=C(CSC(=S)N1CCCC1)N1CCN(S(=O)(=O)c2cccc([N+](=O)[O-])c2)CC1
(34) C=CCOc1ccccc1CN(C(=O)CCl)c1ccc2c(c1)OCO2
(35) CCc1nnc(N/N=C\c2ccc(OC(C)=O)c(OC)c2)n1N
(36) COCCn1c(C)cc(/C=C(\C#N)C(=O)OCC(=O)Nc2ccc(S(N)(=O)=O)cc2)c1C
(37) COc1ccc(C(C(=O)NC(C)(C)C)N(CCC(C)C)C(=O)CCC(=O)Nc2cc(C)on2)cc1 (centres undefined)
(38) COc1ccc2[nH]c3c(c2c1)CCN1C(=O)N([C@@H](C)C(=O)NC2CCN(Cc4ccccc4)CC2)C(=O)[C@]31C

entry no.	33	34	35	36	37	38
Pin1 inh	4%	1%	1%	?	-3%	12%
PGK inhibitor	0%	-17%	3%	-8%	-8%	i
HP1b binding inh	1%	-19%[57 µM]	33%	27%	28%	4%
JMJD2A Tudor inh	-19%	-8%	-25%	-4%	-10%	?
PI4K2A inh	-1	8	?	-3	-2	2
BAZ2B inh	-14%	0%	?	2%	0%	50µM*
ERG Ets-DNA blk	9%	0%	-2%	-5%	12%	8%
G9a block	40µM*	26%	?	40µM*	12%	.
GLS inhibitor	10%	-1%	16%	-2%	0%	22%
